Assay outcomes as filed in PubChem BioAssay.
hgDAF12 agonist: hgDAF-12 agonism, primary luciferase screen; activation, % at 6.8 µM; HEK293 GAL4-hgDAF12 UAS-luciferase reporter, agonist luminescence; normalized to butyrate control; actives 1.8% (n = 370,000);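 active = activation above a cutoff set at the mean of all screened compounds plus 3 SD, cut at about 10% in these data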;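 also: 0% = DMSO wells and 100% = sodium butyrate wells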
GC-A act: GC-A (human) enzyme activation. P16066. HEK293 GC-A cells, cGMP TR-FRET, EC30 ANP; 0% at EC30 ANP, 100% saturating ANP. activation, % at 10 µM. actives 0.14% (n = 370,000). AID 1671463; in the data active = activation above about 40%
DAX1 inh-1: inhibits human nuclear receptor DAX1 | HEK293 Gal4-DAX1 luciferase reporter, luminescence | inhibition, % at 6.75 µM | actives 0.99% (n = 340,000) | AID 504766;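 active = inhibition above the mean over all tested compounds plus 3 SD, cut at about 4.2% in these data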;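 also: 0% = DAX1-transfected cells with DMSO and 100% = empty-vector control cells with DMSO; inhibition shows as a rise in luminescence from relieved DAX1 repression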
Target sequence (P51843 207-470 limits assumed): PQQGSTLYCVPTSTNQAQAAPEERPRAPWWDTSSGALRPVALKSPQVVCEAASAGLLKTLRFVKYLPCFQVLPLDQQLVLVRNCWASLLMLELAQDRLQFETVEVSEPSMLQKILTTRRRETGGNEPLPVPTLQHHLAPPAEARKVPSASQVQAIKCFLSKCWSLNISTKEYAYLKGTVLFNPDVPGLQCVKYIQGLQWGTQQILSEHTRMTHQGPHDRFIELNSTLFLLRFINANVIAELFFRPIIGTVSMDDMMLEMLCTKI
NPR2 activator: GC-B (human) receptor activation. P20594. activation, % at 10 µM. actives 0.11% (n = 370,000). HEK293-GC-B cells, CNP EC30, cGMP TR-FRET; 0% at EC30 CNP, 100% saturating CNP;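 active = activation at 10 µM reaching about 35% in either raw or pattern-adjusted values, limit read from the data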
hcDAF-12 act: H. contortus DAF-12 activation, primary screen | HEK293 hcDAF-12 lit1-tk-luc reporter, luminescence; 0% DMSO, 100% Δ7-dafachronic acid | activation, % at 6.8 µM | actives 1.4% (n = 370,000);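 active = activation above the mean of all tested compounds plus 3 SD, cut at about 5.5% in these data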;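 also: 100% = response to 3 µM Δ7-dafachronic acid high control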
GAA850 FXN act: increases GAA850 frataxin promoter reporter activity | HEK293 lucGAA850 FXN promoter luciferase reporter, 24 h; percent of 10 µM SAHA response | activation, % at 6 µM | actives 0.56% (n = 360,000) | AID 540364;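 active = activation above the average of all compounds screened plus 3 SD, cutoff fixed separately per campaign, cut at about 7.5% in these data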;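 also: 0% = DMSO wells and 100% = 10 µM SAHA wells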
sPLA2-III inh: Inhibits HGIII-sPLA2 liposome hydrolysis, primary screen | actives 0.56% (n = 370,000) | AID 743126 | inhibition, % at 12.2 µM | QFRET BODIPY PC-A2 liposome hydrolysis, fluorescence | Q9NZ20;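 active = inhibition above mean plus 3 SD of compounds lying within the high and low control bounds, cut at about 19% in these data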;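 also: 0% = median of test compound wells and 100% = no enzyme DMSO wells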
DAX1 inh-2: blocks DAX1 repression of SF-1 activated StAR promoter; AID 652010; inhibition, % at 6.8 µM; actives 1.1% (n = 370,000); HEK293T StAR-luciferase reporter, SF-1/DAX-1 repression relief;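 active = inhibition above the mean over all tested compounds plus 3 SD, cut at about 3.6% in these data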;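 also: 0% = DAX-1 cells with DMSO and 100% = cells lacking DAX-1 with DMSO; higher inhibition means more luminescence from relief of DAX-1 repression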
ADAM10 inh: inhibitors of human ADAM10. recombinant ADAM10, EDANS/DABCYL FRET peptide cleavage, 3 h. actives 0.62% (n = 370,000). O14672. inhibition, % at 7 µM;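 active = inhibition above a per-campaign cutoff equal to the mean of compounds falling between control-based bounds plus 3 SD, cut at about 20% in these data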;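 also: 0% = DMSO wells while the 100% control is not disclosed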
Target sequence (O14672 214-748 limits assumed): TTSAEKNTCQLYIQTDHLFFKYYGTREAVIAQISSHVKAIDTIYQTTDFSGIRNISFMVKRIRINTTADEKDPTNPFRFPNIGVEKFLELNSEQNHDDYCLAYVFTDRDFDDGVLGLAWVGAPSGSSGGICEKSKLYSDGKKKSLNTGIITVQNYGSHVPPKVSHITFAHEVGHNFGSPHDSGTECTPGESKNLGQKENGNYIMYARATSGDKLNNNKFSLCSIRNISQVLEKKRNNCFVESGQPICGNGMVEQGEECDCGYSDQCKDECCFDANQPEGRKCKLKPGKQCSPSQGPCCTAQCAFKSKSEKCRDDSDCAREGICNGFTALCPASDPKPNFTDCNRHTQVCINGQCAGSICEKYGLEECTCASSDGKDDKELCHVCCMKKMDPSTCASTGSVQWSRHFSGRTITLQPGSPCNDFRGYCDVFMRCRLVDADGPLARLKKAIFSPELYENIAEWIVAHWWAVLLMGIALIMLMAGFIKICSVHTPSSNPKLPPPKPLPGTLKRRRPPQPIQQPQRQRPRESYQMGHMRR
ssDAF12 agonist: S. stercoralis DAF-12 activation, primary screen. actives 1% (n = 370,000). activation, % at 6.8 µM. HEK293 ssDAF-12/GRIP1 lit1-tk-luc reporter, luminescence; % of 3 µM dafachronic acid response;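 active = activation above the mean over all tested compounds plus 3 SD, cut at about 0.9% in these data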;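 also: 0% = DMSO-only wells and 100% = 3 µM delta7-dafachronic acid wells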
SMARCA2 activ: activators of SMARCA2 function | MG213 cells, MMTV-luciferase reporter, dexamethasone, overnight | AID 652017 | actives 1% (n = 370,000) | activation, % at 9.1 µM; in the data active = activation above about 7.8%;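 also: 0% = vehicle wells and 100% = reference activator wells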
* marks the source's active call; other numbers are inactive results; · = no result given.

SMILES	hgDAF12 agonist	GC-A act	DAX1 inh-1	NPR2 activator	hcDAF-12 act	GAA850 FXN act	sPLA2-III inh	DAX1 inh-2	ADAM10 inh	ssDAF12 agonist	SMARCA2 activ
CCCCNC(=O)c1cc(S(=O)(=O)N2CCCCC2)oc1C	-2.6	-2	0.5	0	-0.3	0.5	6	-2.0	-14	-1.0	-3
Cc1cc(C)nc(NS(=O)(=O)c2ccc(NC(=O)NC3CCCCC3)cc2)n1	-0.7	0	0.0	-2	-2.5	0.3	-8	0.1	-3	-0.9	-3
CC1CN(C(=O)CN(C)S(=O)(=O)c2ccc3ccccc3c2)CC(C)O1 (stereo not given)	2.1	0	0.7	4	-2.0	-0.7	5	-1.1	2	-0.8	-1
O=C(NCCc1ccccc1)C(=O)NCC1CCCN1S(=O)(=O)c1ccccc1 (stereo not given)	-0.9	-3	-1.5	3	-2.4	-3.6	6	-4.3	3	-1.9	-2
CC(C)(C)n1nnnc1C(c1cccnc1)N1CCN(c2ccccc2F)CC1 (stereo not given)	1.4	7	1.4	6	0.0	0.0	-1	0.3	-1	-1.2	0
COc1ccc(-n2nc(C(=O)NCC(=O)N3CCC(C(N)=O)CC3)c3ccccc3c2=O)cc1OC	0.4	-3	5.1*	2	-0.7	2.6	1	0.3	-9	-1.4	-1
COC(=O)c1cc(OC)c(OC)cc1NC(=O)CN1C(=O)c2ccccc2C1=O	-1.2	5	-1.1	-8	-1.0	-0.9	2	0.6	-1	-0.8	-3
O=c1c2ccccc2c(-c2ccc(Br)cc2)nn1Cc1ccccc1	1.1	2	0.0	1	-2.1	2.7	0	0.0	-2	-1.1	0
O=C(CN1CCN(c2ncccn2)CC1)NCCC1=CCCCC1	-2.2	3	-0.6	3	-1.6	0.0	-7	0.0	3	-2.0	-1
CCOCCCNC(=O)CSCc1nc(-c2ccc(SC)cc2)oc1C	-2.5	-3	-1.4	0	1.4	-2.0	-3	-0.5	-8	-1.5	0
Cc1ccc(-c2noc(CSc3nnc(-c4ccncc4)n3-c3ccc(C)cc3)n2)cc1	-1.6	-10	-1.0	-7	-2.5	-1.6	-11	-0.8	8	-2.4	-2
COc1cc(Br)cc(/C=N/NC(=O)Cc2ccc(C(F)(F)F)cc2[N+](=O)[O-])c1O	0.8	-2	0.9	-4	-0.4	-1.2	-38	-0.5	6	-0.5	-2

Taken from above (ten entries):
SMILES	hgDAF12 agonist	GC-A act	DAX1 inh-1	NPR2 activator	hcDAF-12 act	GAA850 FXN act	sPLA2-III inh	DAX1 inh-2	ADAM10 inh	ssDAF12 agonist	SMARCA2 activ
CC1CN(C(=O)CN(C)S(=O)(=O)c2ccc3ccccc3c2)CC(C)O1 (stereo not given)	2.1	0	0.7	4	-2.0	-0.7	5	-1.1	2	-0.8	-1
O=C(NCCc1ccccc1)C(=O)NCC1CCCN1S(=O)(=O)c1ccccc1 (stereo not given)	-0.9	-3	-1.5	3	-2.4	-3.6	6	-4.3	3	-1.9	-2
CC(C)(C)n1nnnc1C(c1cccnc1)N1CCN(c2ccccc2F)CC1 (stereo not given)	1.4	7	1.4	6	0.0	0.0	-1	0.3	-1	-1.2	0
COc1ccc(-n2nc(C(=O)NCC(=O)N3CCC(C(N)=O)CC3)c3ccccc3c2=O)cc1OC	0.4	-3	5.1*	2	-0.7	2.6	1	0.3	-9	-1.4	-1
COC(=O)c1cc(OC)c(OC)cc1NC(=O)CN1C(=O)c2ccccc2C1=O	-1.2	5	-1.1	-8	-1.0	-0.9	2	0.6	-1	-0.8	-3
O=c1c2ccccc2c(-c2ccc(Br)cc2)nn1Cc1ccccc1	1.1	2	0.0	1	-2.1	2.7	0	0.0	-2	-1.1	0
O=C(CN1CCN(c2ncccn2)CC1)NCCC1=CCCCC1	-2.2	3	-0.6	3	-1.6	0.0	-7	0.0	3	-2.0	-1
CCOCCCNC(=O)CSCc1nc(-c2ccc(SC)cc2)oc1C	-2.5	-3	-1.4	0	1.4	-2.0	-3	-0.5	-8	-1.5	0
Cc1ccc(-c2noc(CSc3nnc(-c4ccncc4)n3-c3ccc(C)cc3)n2)cc1	-1.6	-10	-1.0	-7	-2.5	-1.6	-11	-0.8	8	-2.4	-2
COc1cc(Br)cc(/C=N/NC(=O)Cc2ccc(C(F)(F)F)cc2[N+](=O)[O-])c1O	0.8	-2	0.9	-4	-0.4	-1.2	-38	-0.5	6	-0.5	-2

Following part:
SMILES	hgDAF12 agonist	GC-A act	DAX1 inh-1	NPR2 activator	hcDAF-12 act	GAA850 FXN act	sPLA2-III inh	DAX1 inh-2	ADAM10 inh	ssDAF12 agonist	SMARCA2 activ
CNC(=O)CSc1n[nH]c(-c2cc(Cl)ccc2OC)n1	-2.1	-1	1.6	2	-0.4	-0.4	4	-0.6	-7	-0.6	-3
COc1ccc(-c2cc(CNC(=O)CCl)on2)cc1	-5.3	0	-2.8	-6	-1.2	-3.8	4	-1.3	9	-1.4	0
Cc1noc(C)c1COC(=O)/C=C/c1ccc(Cl)cc1	-4.3	5	2.6	-2	-0.7	-0.3	0	-0.9	0	-0.5	-2
COc1ccc(CN2CCN(Cc3cccc(F)c3)CC2)cc1OC	0.0	6	-0.9	9	0.3	0.6	9	0.0	-1	-1.3	-2
COc1ccc(CC(=O)Nc2ccc(-c3nnc(-c4ccccc4)o3)cc2)cc1	0.7	6	0.1	-2	-0.9	1.2	-1	0.2	-11	-1.0	0
COc1cnc(-c2ccccn2)nc1Oc1ccc(C(C)(C)C)cc1	-6.2	-3	-1.4	2	-2.8	3.2	13	-1.2	1	-1.5	-3
CC(C)c1ccc(C2/C(=C(/O)c3ccccc3)C(=O)C(=O)N2CCCN2CCOCC2)cc1 (stereo not given)	-1.6	1	0.0	-2	-1.6	-0.2	4	-0.1	-3	-1.1	-2
O=S1(=O)C=C[C@@H](CO)N1Cc1ccc(Br)cc1	-2.5	1	·	-6	-0.5	·	2	-0.3	-7	-0.6	-4
CC(CCc1ccccc1)NC(=O)C(Cc1ccccc1)NC(N)=O (stereo not given)	-1.8	-2	4.0	1	-1.1	0.0	2	-0.4	-4	-1.4	3
CCC(C)NC(=O)c1ccc(N2CC3CC(C2)c2cccc(=O)n2C3)c(NC(=O)c2ccc(Br)o2)c1 (stereo not given)	4.0	1	0.0	1	-0.2	-1.8	0	0.5	-3	-1.2	0
COC(=O)C1CCN(C(c2cccs2)c2sc3nc(C)nn3c2O)CC1 (stereo not given)	-3.4	6	-0.3	-1	0.0	-1.2	3	-5.0	-9	-1.2	1
O=C1CC(NS(=O)(=O)c2cc(F)ccc2F)CN1c1cccc(F)c1 (stereo not given)	-2.4	-2	-0.7	6	-1.8	1.6	0	-1.9	0	-1.1	-2
O=C(Oc1ccccc1)Oc1ccc2c(c1)oc(=O)c1ccccc12	-1.4	-10	0.0	-9	-0.8	-1.4	-9	-0.4	1	-1.1	4
CCOC(=O)C1CCCN(S(=O)(=O)c2ccc3c(c2)CC(C)N3C(=O)C2CC2)C1 (stereo not given)	-2.4	2	-0.2	3	-2.3	0.1	5	-0.5	0	-0.8	-5
CCCCC1(C)NC(=O)N(CC(=O)Nc2cc(S(=O)(=O)N3CCOCC3)ccc2Cl)C1=O (stereo not given)	-1.8	1	0.0	7	-0.4	2.2	10	-1.4	-11	-0.7	-3
O=C(c1ccc(F)cc1)N1CCC(C(=O)N2CCN(Cc3ccc4c(c3)OCO4)CC2)CC1	1.2	2	0.4	2	-1.6	1.1	-6	-1.6	-1	-1.2	-1
CC1(C)C(=O)Nc2ccccc2N1C(=O)COC(=O)CSc1ccc(F)cc1	0.3	-2	-0.6	-2	-0.7	-0.7	0	-0.5	-5	-1.3	-3
CCc1ccc(NC(=O)c2cnn(-c3ccccc3)c2C2CCNCC2)cc1	7.1	0	2.2	5	-0.4	0.9	4	-0.3	-4	-1.8	1
Cc1ccc(N(CC(=O)NCCSc2nc3ccccc3s2)S(=O)(=O)c2ccccc2)c(C)c1	-0.4	-13	-2.8	-2	-2.4	-4.5	-20	-1.0	16	-2.2	-3
O=c1ccsc2ccccc12	-0.5	2	·	3	3.4	-1.5	0	0.5	-6	0.6	-2
COc1ccccc1-c1noc2c1C(=O)N(Cc1cn(Cc3ccccc3)nn1)CC2	2.1	-2	·	2	-0.7	·	9	-0.6	-6	-1.7	-2
Cn1cc(Br)c(C(=O)NN2C(=O)C3C4C=CC(C5CC45)C3C2=O)n1 (stereo not given)	-0.5	-5	0.2	3	-0.1	2.6	6	-0.2	0	-1.7	0
N/C(=N\OC(=O)c1cccc(Br)c1)c1ccccc1	9.8	3	1.7	-10	6.1*	5.8	6	1.6	7	1.3*	4
CN1C(=O)NC(c2ccc(C(F)(F)F)cc2)C2=C1CC(C)(C)CC2=O (stereo not given)	-0.6	6	1.3	5	-0.7	1.4	0	-0.2	-2	-0.8	-3
CCn1ncc(NC(=S)NCCc2ccc(OC)c(OC)c2)c1C(N)=O	-2.6	4	0.8	1	-1.2	2.1	3	0.2	1	-1.0	2
O=[N+]([O-])c1ccccc1S(=O)(=O)Nc1cccc(S(=O)(=O)N2CCCC2)c1	0.4	0	0.5	3	-0.2	-1.1	9	-0.6	-18	-1.3	-1
CCn1ccc(C(=O)Nc2sc3c(c2C(=O)OC)CCC3)n1	-0.7	2	-0.2	-7	-1.0	0.8	8	-4.0	-62	-1.1	-1
CCS(=O)(=O)N1CCCC(C(=O)NCCCOC(C)C)C1 (stereo not given)	-1.2	3	0.9	4	-1.6	0.9	2	-0.3	-11	-1.3	-2
Cc1ccccc1CSc1nccn1-c1ccccc1	-0.1	-5	-0.8	0	-2.7	2.5	-5	-1.1	-3	-1.4	0
Cc1ccc(C)c(OCC(=O)O/N=C(\N)c2ccccn2)c1	5.3	-1	2.4	-3	1.6	5.1	0	2.3	1	-0.5	9.2*
CCOC(=O)c1cc2sc(C)cc2n1CC(=O)NCCc1ccccc1	0.5	-4	0.6	5	-0.9	0.4	0	-0.2	-1	-1.0	-2
CCOc1ccccc1Nc1ccc(C(=O)O)cc1N	-1.1	-3	-1.0	-2	-0.6	-1.3	-9	-0.2	-85	-0.4	2
COc1cc(-c2nn3c(COc4ccccc4)nnc3s2)cc(OC)c1OC	0.1	5	0.6	6	1.2	1.0	3	-0.1	-8	-1.3	-3
Cc1cccc(NC(=O)CCNS(=O)(=O)c2cccc3nonc23)c1	-0.3	0	-0.6	0	0.3	1.7	2	-0.3	-1	-0.6	-1
